# Screening results from PubChem BioAssay.
# mHTT CaM bind – inhibitors of human mutant huntingtin-calmodulin interaction | P42858 | AlphaScreen His-mHTT/GST-CaM binding, luminescence | inhibition, % at 15 µM | hit rate 3.6% among 190,000 | AID 1671202;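 note: 0% = both proteins with DMSO and 100% = one protein alone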
# Pf apPOL block – Pf-apPOL DNA polymerase inhibition; Recombinant Pf-apPOL, molecular beacon fluorescence, 1.5 h; hit rate 0.25% among 210,000; inhibition, % at 10 µM; AID 1794808
# * = called active by the depositor; · = no result given; & = joins results of further samples. Cut-off read from the data, not from the text of the source: active = inhibition above about 50%; inactive = the rest.
[1] CC1CCC(NC(=O)c2cc3c(s2)CN(C2CC2)C3)CC1 (centres undefined)
[2] O=C(Nc1cccc(F)c1)C1CCc2nc(N3CCCCC3)ncc2C1 (centres undefined)
[3] O=S(=O)(NCCC1=CCCCC1)c1ccc2c(c1)OCCO2
[4] O=C(c1c(F)cccc1Cl)N1CCc2nc(-c3ccc(Cl)cc3)ncc2C1
[5] Cc1ccc(N2C(=N)S/C(=C\c3sccc3C)C2=O)cc1C
[6] O=C(Nc1nnc(SCc2ccc(F)cc2)s1)c1ccccc1Br
assay / entry | 1 | 2 | 3 | 4 | 5 | 6
mHTT CaM bind | 5 | -4 | -9 | -5 | 28 | 0
Pf apPOL block | -2 | -2 | -7 | -5 | 0 | -7

[7] COc1ccc(C2=N/C(=C\c3ccccc3)C(=O)O2)c(Br)c1
[8] COCCNC(=O)NCCCc1ccc(N(C)C)cc1
[9] CCc1ccccc1N(CC(=O)Nc1ccccc1Cl)S(C)(=O)=O
[10] O=[N+]([O-])c1cc(-n2ncnc2-c2ccccc2Cl)ccc1F
[11] CSc1nccc(-c2ccc(S(=O)(=O)Nc3cccc(C(F)(F)F)c3)s2)n1
[12] CCc1ccccc1NC(=O)N1CCC2(CC1)NC(=O)c1ccccc1N2CC
assay / entry | 7 | 8 | 9 | 10 | 11 | 12
mHTT CaM bind | 2 | 0 | -1 | 0 | · | 2
Pf apPOL block | -8 | -2 | -10 | 0 | -8 | -2

[13] CC(=O)N1c2ccccc2C(C)CC12CCCCC2 (centres undefined)
[14] CCOC(=O)c1ccc(NC(=O)N2CCC(n3c(C4CCCC4)nc4cccnc43)C2)cc1 (centres undefined)
[15] CCOC(=O)C1=C(N)Oc2c(oc(CO)cc2=O)C1c1cccc(OC)c1 (centres undefined)
[16] Cc1ccc(-n2[nH]c3c(cnc4ccc(C(=O)NC5CCCCC5)cc43)c2=O)cc1C
[17] Cc1oc2c3c(ccc2c(=O)c1-c1ccc2c(c1)OCCO2)OCCO3
[18] COC(=O)c1scc(C)c1NC(=O)CC1NCCNC1=O (centres undefined)
assay / entry | 13 | 14 | 15 | 16 | 17 | 18
mHTT CaM bind | -40 | 3 | -4 | 1 | -4&12&0 | ·
Pf apPOL block | -14 | -7 | -3 | -1 | 0&9&-5 | -3&-2

[19] Cc1cccc(-c2cc(=O)c3cc(NC(=O)C4CCCCC4)ccc3o2)c1
[20] CC(=O)c1ccc(S(=O)(=O)N2CCC(c3nnc(C4CC4)o3)CC2)cc1
[21] Clc1ccc(C2CC(c3ccccc3)Nc3nnnn32)c(Cl)c1 (centres undefined)
[22] Cc1ccc(-c2cn3cc(C)ccc3n2)cc1
[23] CC(C)C1=NN2C(=N)/C(=C/c3ccccc3)C(=O)N=C2S1
[24] Cc1cccc(OCC(=O)Nc2sc(Cc3ccccc3)c(C)c2C(N)=O)c1
assay / entry | 19 | 20 | 21 | 22 | 23 | 24
mHTT CaM bind | -4 | -10 | 26 | 3 | 4 | -2
Pf apPOL block | -1 | -4 | 3 | · | 2 | -25

# Exported with two lines to a compound: three of the compounds above
# Order of values – mHTT CaM bind	Pf apPOL block
(23) CC(C)C1=NN2C(=N)/C(=C/c3ccccc3)C(=O)N=C2S1
→ 4	2
(20) CC(=O)c1ccc(S(=O)(=O)N2CCC(c3nnc(C4CC4)o3)CC2)cc1
→ -10	-4
(19) Cc1cccc(-c2cc(=O)c3cc(NC(=O)C4CCCCC4)ccc3o2)c1
→ -4	-1

# Next compounds follow.
[25] Cc1c(NC(=O)Nc2ccc(Cl)cc2Cl)sc2nc(-c3ccc(Cl)cc3)nn12
[26] CC(C)n1c(Oc2ccc(F)cc2)nc2c1c(=O)n(C)c(=O)n2C
[27] CCC(C)NC(=O)CC1CCN(S(=O)(=O)c2ccc(Cl)s2)CC1 (centres undefined)
[28] COc1ccc(C)cc1N1CCN(C(=O)c2ccccc2F)C(C)C1=O (centres undefined)
[29] C=CCNC(=O)c1c(NC(=O)c2cc(OC)c(OC)c(OC)c2)sc2c1CCCC2
[30] Cc1c(C(=O)NCCNc2ccc(C(F)(F)F)cc2[N+](=O)[O-])cnn1-c1ccc(F)cc1
assay / entry | 25 | 26 | 27 | 28 | 29 | 30
mHTT CaM bind | · | 5&-10 | -4 | 4 | -1 | ·
Pf apPOL block | -3 | -3&0 | -2 | -6 | -11 | -7

[31] O=C1OC(c2ccccc2Cl)=N/C1=C/c1cccc(C(F)(F)F)c1
[32] O=C(CCCNC(=O)c1nc2ccccc2s1)Nc1cccc2cccnc12
[33] CCn1cc(NC(=O)NCc2cccs2)c2ccccc21
[34] Cc1ccc(C(O)=C2C(=O)C(=O)N(c3ccccn3)C2c2cccc([N+](=O)[O-])c2)cc1 (centres undefined)
[35] O=C(Cc1cccs1)NC1CC(=O)N(c2ccc3c(c2)OCO3)C1 (centres undefined)
[36] COC(=O)C1CCC(=O)C(C(=O)OC)C1 (centres undefined)
assay / entry | 31 | 32 | 33 | 34 | 35 | 36
mHTT CaM bind | 8 | -6 | -3 | 16 | 4 | ·
Pf apPOL block | -7 | 0 | 5 | -12 | 5 | -27

[37] CCOc1ccc(N=C2C(=O)Nc3ccc(C)c(Br)c32)cc1
[38] Cc1ccc(C2CC(=O)Nc3n[nH]c(-c4ccc(Cl)cc4)c32)cc1 (centres undefined)
[39] CC(=O)c1c(OCc2ccccc2)ccc(C(C)(C)C)c1O
[40] O=[N+]([O-])c1ccc(NS(=O)(=O)c2ccc(Cl)cc2)c(Cl)c1
[41] CCOC(=O)c1cccc(NC(=O)N2CC(CC)Oc3ccc(C)cc32)c1 (centres undefined)
[42] Cc1c(-c2noc(C(=O)N3CCCCCC3)n2)oc2c(C)cccc12
assay / entry | 37 | 38 | 39 | 40 | 41 | 42
mHTT CaM bind | 57* | 1 | · | · | -2 | -44
Pf apPOL block | -2 | 0 | -12&-12 | 2 | 1 | -2

[43] CCOc1cccc(C(=O)Nc2cccc(-c3nc4ncccc4o3)c2C)c1
[44] O=C(c1ccco1)N1CCN(c2ncnc3sc(-c4ccccc4)cc23)CC1
[45] CC(C)(C)c1ccc(C(=O)N2CCN(c3ccccc3[N+](=O)[O-])CC2)cc1
[46] O=C(c1cn(-c2ccc(F)cc2F)c(=O)c2ccccc12)N1CCCC1
[47] O=C(NCc1ccccc1)c1oc(=O)c2ccccc2c1-c1ccccc1
[48] Nc1ccc(S(=O)(=O)Nc2nccc(/C=C/c3ccc(Cl)cc3)n2)cc1
assay / entry | 43 | 44 | 45 | 46 | 47 | 48
mHTT CaM bind | 1 | 55* | 44 | -8 | -7 | -7
Pf apPOL block | -4 | 44 | -7 | -5 | 0 | 1

[49] CC(=O)c1sc(NC(=O)C2CCCN(S(C)(=O)=O)C2)nc1C (centres undefined)
[50] Cc1ccccc1NC(=O)C1CCCN(S(=O)(=O)c2c(C)[nH]c(=O)[nH]c2=O)C1 (centres undefined)
[51] COc1ccc(OC)c(NC(=O)c2c(NC(=O)CCC(=O)O)sc3c2CCCCC3)c1
[52] Cn1nc(CC(=O)NCc2ccco2)c2ccccc2c1=O
[53] COc1cc(C2CC(=O)Nc3n[nH]c(-c4ccc(Cl)cc4)c32)ccc1O (centres undefined)
[54] COc1ccccc1C1C=C(c2ccc(Cl)cc2)Nc2ncnn21 (centres undefined)
assay / entry | 49 | 50 | 51 | 52 | 53 | 54
mHTT CaM bind | -19 | -1 | 54* | 1 | 100* | 30
Pf apPOL block | 0 | -9 | -8 | -2 | 2 | -6

[55] COc1cc2c(cc1OC)-c1nnc(C)n1C1(CCCC1)C2
[56] CC(=O)Nc1cccc(-c2ccc(N(C)C)nn2)c1
[57] COc1ccc(-c2cc(C(=O)NCc3ccccn3)c3cc(C(C)C)ccc3n2)cc1
[58] O=C(CSc1nc2ccccc2c(=O)n1-c1ccccc1)c1ccc(Cl)cc1
[59] CC(C)Sc1c(Cl)cccc1[N+](=O)[O-]
[60] O=C(Cc1ccc(F)cc1)N1CCc2[nH]cnc2C1c1ccccn1 (centres undefined)
assay / entry | 55 | 56 | 57 | 58 | 59 | 60
mHTT CaM bind | -2 | 0 | 37 | 2 | · | 81*
Pf apPOL block | -2 | -7 | -19 | -2 | -12 | -9

[61] Cc1noc(-c2ccncc2)c1C(=O)NC(C)c1ccccc1 (centres undefined)
[62] O=C(O)C1C2C=CC(C2)C1C(=O)N1CCCC1 (centres undefined)
[63] CCCc1c(C)nc2c(C(=O)NCc3ccccc3Cl)c[nH]n2c1=O
[64] O=C(COc1ccccc1)N1CCC(COc2ccc(C(=O)N3CCCCC3)cc2)CC1
[65] O=S(=O)(Nc1ccc2oc(-c3ccccc3F)nc2c1)c1ccccc1
[66] Clc1ccc(OCc2nnc3n2N=C(c2ccc4c(c2)OCCO4)CS3)c(Cl)c1
assay / entry | 61 | 62 | 63 | 64 | 65 | 66
mHTT CaM bind | -10 | 0 | 32 | 25 | 22 | 7&16
Pf apPOL block | 0 | -3 | -10 | 2 | 9 | -6

[67] CCC1C/C(=C\c2cccnc2)C(=O)/C(=C/c2cccnc2)C1 (centres undefined)
[68] O=S(=O)(C1=CC23CCCC2(C=C(S(=O)(=O)c2ccc(Cl)cc2)C3)C1)c1ccc(Cl)cc1 (centres undefined)
[69] OCc1nn2c(c1Br)NC(c1ccc(Br)o1)CC2C(F)(F)F (centres undefined)
[70] Cc1oc2cc(Br)c(OC(=O)C(C)C)cc2c1C(=O)OC(C)C
[71] COc1ccc(C2N(c3ccc(Cl)c(Cl)c3)C(=O)C3CCCN32)cc1 (centres undefined)
[72] Cc1ccc(C(=O)NC2CCC(NC(=O)c3ccc(C)cc3)CC2)cc1 (centres undefined)
assay / entry | 67 | 68 | 69 | 70 | 71 | 72
mHTT CaM bind | 5 | · | 2 | -15 | 42 | -4
Pf apPOL block | 0 | 4&1 | -3 | 2 | -1 | 4

[73] O=C1C(=Cc2cc3ccccc3o2)Oc2c1ccc(O)c2CN1CCOCC1
[74] CCOc1ccc(C2=C(CN3CCOCC3)C(c3ccccc3)c3ccccc3O2)cc1 (centres undefined)
[75] CCSc1nc(C2CC2)cc(-c2ccco2)c1C#N
[76] COc1cccc(/C=C2\SC(=O)N(CNc3ccc(I)cc3)C2=O)c1
[77] COc1cccc(-c2ccc3nc(N4CCC(C(=O)N5CCOCC5)CC4)sc3n2)c1
[78] CCOc1ccc(CN2C(=O)CCC2(C)C(=O)NC2CCCC2)cc1OC (centres undefined)
assay / entry | 73 | 74 | 75 | 76 | 77 | 78
mHTT CaM bind | 35 | 15 | -16 | 7 | 20 | 16
Pf apPOL block | -5 | -1 | -2 | -9 | -4 | -15

[79] Fc1ccc(C2CC(c3ccc(F)cc3)n3nnnc3N2)cc1 (centres undefined)
[80] CCCCSCCCNC(=O)CN1C(=O)/C(=C/c2ccc(C)cc2)Sc2ccccc21
[81] Cc1ccccc1SCCNC(=O)c1ccccc1I
[82] O=C(Nc1ccc(Br)cc1F)C(NS(=O)(=O)c1cccs1)c1ccccc1 (centres undefined)
[83] N#Cc1ccc(OCOc2ccc(C#N)cc2)cc1
[84] Cc1ccc(C(=O)N2CCc3c(c(-c4nc(Cc5ccccc5)no4)nn3C)C2)cc1F
assay / entry | 79 | 80 | 81 | 82 | 83 | 84
mHTT CaM bind | -5&2 | 7 | -18 | 5 | · | 0
Pf apPOL block | 5&-1 | -10 | 0 | 4 | -3 | -4

[85] O=C(Nc1cc(Cl)ccc1Cl)c1cnccn1
[86] CC(=O)NC1=NN(C(C)=O)C(C)(CS(=O)(=O)c2ccc(C)cc2)S1 (centres undefined)
[87] CCCC(=O)NC(c1ccc(F)cc1)c1ccc2cccnc2c1O (centres undefined)
[88] O=C(Nc1cc(-c2ccsc2)no1)c1ccc(F)c(F)c1
[89] O=S(=O)(NCC1(c2ccc(F)cc2)CCOCC1)c1ccc(Br)s1
[90] Cc1ccccc1-n1nc2c(c1NC(=O)COc1ccc(Cl)cc1)CS(=O)(=O)C2
assay / entry | 85 | 86 | 87 | 88 | 89 | 90
mHTT CaM bind | 2 | -2 | 100* | -15 | -2 | 0
Pf apPOL block | 2 | 1 | 2 | 1 | -4 | -5

[91] CCOc1ccc(-c2nnc3cccc(Cl)n23)cc1OC
[92] O=C1OC(c2ccccc2)=NC1=Cc1cn(-c2ccccc2)nc1-c1cccs1
[93] Cc1ccc(Nc2ncnc3c2nc2n3CCCC2)cc1F
[94] Cc1ccc(N(CCCCN2C(=O)c3ccccc3C2=O)C(=O)c2ccc([N+](=O)[O-])cc2)cc1
[95] O=C(Nc1ccc(F)cc1F)c1ccc(Cl)c([N+](=O)[O-])c1
[96] O=C(C1CCN(c2nnc(-c3ccccc3)o2)CC1)N1CCN(C2CCCCC2)CC1
assay / entry | 91 | 92 | 93 | 94 | 95 | 96
mHTT CaM bind | 9 | · | -1 | 0 | 2 | 22
Pf apPOL block | -3 | -9 | -5 | 7 | 3 | -3

[97] COc1ccc(C2=N/C(=C\c3ccc(Cl)c(Cl)c3)C(=O)O2)cc1[N+](=O)[O-]
[98] COc1cc(NC(=O)c2ccc(C)cc2Cl)cc(OC)c1
[99] O=C(Nc1ccc2nccnc2c1)N1CCCC1
[100] CC(=O)NC1C(OCc2ccc(Cl)cc2Cl)OC(CO)C(O)C1O (centres undefined)
[101] COCCn1c(C2CCN(C(=O)Cc3ccccc3)C2)nc2ccncc21 (centres undefined)
[102] O=C(Nc1nc2c(s1)CCCC2)C(c1ccccc1)n1cccc1 (centres undefined)
assay / entry | 97 | 98 | 99 | 100 | 101 | 102
mHTT CaM bind | 0 | 0 | 6 | -3 | 3 | 95*
Pf apPOL block | -5 | 2 | 3 | -1 | -3 | 19

[103] O=C(Nc1cccc(F)c1)c1ccc(N2CCC(NCc3cc(Cl)ccc3O)C2)nc1 (centres undefined)
[104] COc1ccc(C2C(C(N)=O)=C(C)Nc3ncnn32)cc1 (centres undefined)
[105] COc1ccccc1CNC(=O)c1ccc2[nH]c3c(c2c1)CN(C(C)=O)CC3
[106] CC1=C(C#N)C(c2cccc(Cl)c2Cl)C2=C(CC(C)(C)CC2=O)N1 (centres undefined)
[107] CC(C)CN(CCNC(=O)C1CC(=O)N(c2ccc(F)c(Cl)c2)C1)CC(C)C (centres undefined)
[108] Cc1ccc(CC(=O)N2CCC(c3noc(-c4ccc(Cl)cc4)n3)CC2)cc1
[109] Cc1cccc(CNC(=O)c2csc(N3CCN(C)CC3)n2)c1
assay / entry | 103 | 104 | 105 | 106 | 107 | 108 | 109
mHTT CaM bind | 70* | -7 | 28 | 3 | 4 | -10 | 13
Pf apPOL block | -4 | -3 | -2 | 6 | -4 | 2 | -3
